PDI turbidity: PDI (human) enzyme inhibition; P07237; PDI insulin aggregation turbidity, A650, 90 min; inhibition, % at 10 µM; hit rate 0.052% among 350,000;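 active means mean inhibition across replicates of 30% or more, whatever share of single replicates reach that level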;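 further: absorbance from insulin aggregation driven by PDI reduction with DTT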
Target sequence (P07237 whole entry, looked up): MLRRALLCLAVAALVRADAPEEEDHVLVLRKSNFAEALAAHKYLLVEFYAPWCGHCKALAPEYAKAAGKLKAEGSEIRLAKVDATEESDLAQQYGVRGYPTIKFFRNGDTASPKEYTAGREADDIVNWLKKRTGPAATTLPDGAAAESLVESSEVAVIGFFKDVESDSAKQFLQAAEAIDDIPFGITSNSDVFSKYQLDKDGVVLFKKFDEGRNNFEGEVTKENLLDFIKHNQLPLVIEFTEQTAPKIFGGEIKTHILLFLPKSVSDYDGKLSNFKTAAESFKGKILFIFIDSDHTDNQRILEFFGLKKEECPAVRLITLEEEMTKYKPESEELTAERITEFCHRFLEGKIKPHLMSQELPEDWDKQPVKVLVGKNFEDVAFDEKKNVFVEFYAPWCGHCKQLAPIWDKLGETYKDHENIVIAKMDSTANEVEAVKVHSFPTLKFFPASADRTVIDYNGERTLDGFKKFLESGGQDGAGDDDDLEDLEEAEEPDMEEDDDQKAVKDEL
MC4R barr agon: activates human MC4R beta-arrestin recruitment. P32245. U2OS MC4R beta-arrestin complementation, luminescence; percent of melanotan II response, DMSO zero. activation, % at 8.9 µM. hit rate 0.98% among 360,000;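 active means activation above a per-plate cutoff, the mean activation of sample wells on that plate plus 3 SD, cut at about 8% in these data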
Target sequence (P32245 whole entry, looked up): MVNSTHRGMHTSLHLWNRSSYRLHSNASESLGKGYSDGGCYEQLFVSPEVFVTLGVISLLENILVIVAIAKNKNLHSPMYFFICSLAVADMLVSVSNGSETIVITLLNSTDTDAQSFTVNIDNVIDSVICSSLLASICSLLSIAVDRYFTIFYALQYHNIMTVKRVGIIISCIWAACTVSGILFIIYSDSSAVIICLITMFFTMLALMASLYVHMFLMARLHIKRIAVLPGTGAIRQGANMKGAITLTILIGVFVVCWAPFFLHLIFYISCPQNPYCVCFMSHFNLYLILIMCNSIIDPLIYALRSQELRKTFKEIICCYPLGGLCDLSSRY
H9c2 protect: modulators protecting cardiomyocytes from myocardial damage. H9c2 cardiomyocytes, H2O2 injury protection, ATPLite, 2 h. protection from H2O2 cell death, % at 20 µM. hit rate 0.63% among 360,000. AID 588492;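 active means compounds giving at least 50% protection of heart cells from peroxide-induced death in the single-dose screen, raw or plate-pattern-corrected value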;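 further: 0% = DMSO wells with peroxide and 100% = DMSO wells without peroxide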
CaV13 ICDI inh: Primary screen for inhibitors of IQ motif and Ca2+-dependent inactivation inhibitor domain binding in CACNA1D, Förster resonance energy transfer in living cells, …; HEK cells, CFP/YFP FRET ICDI-IQ, plate reader, 10 min; percent FRET-ratio fall versus neutral wells; hit rate 0.098% among 340,000; inhibition, % at 12.3 µM;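 active means mean replicate inhibition of at least 30% and at least 1% of replicates passing that level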;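 further: 0% = median of the neutral control wells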
Vif imaging: inhibitors of HIV Vif; HEK293T cells, Vif self-association by quenched fluorescence, imaging, 24 h; inhibition, % at 7.49 µM; hit rate 0.35% among 340,000; AID 602346; in the data active means inhibition above about 50%, passing the limit was not always enough; further: some results filed as inactive read as strong as hits
MC4R antag cAMP: antagonists of human melanocortin 4 receptor (MC4R). P32245. MC4R-expressing cells, MTII-stimulated cAMP, LANCE TR-FRET. inhibition, % at 6.5 µM. hit rate 0.48% among 360,000;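 active means inhibition above its plate's cutoff, the mean of tested wells on that plate plus 3 SD, cut at about 29% in these data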;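 further: 0% = Melanotan II alone and 100% = Melanotan II plus saturating MCL0020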
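Assay system: U2OS cells stably expressing human melanocortin 4 receptor (MC4R) / Dosing: 6.5 µM / Timing: compound 30 min, challenge 1 h, detection 1 h / Measured by: Eu-cAMP/anti-cAMP TR-FRET, emission 671 nm / Replicates: singlicate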
aDG glyco up: alpha-DG glycosylation activation | Pro5-aDG cells, alpha-DG glycosylation AlphaScreen (IIH6); 0% Pro5, 100% B10-LARGE cell signal | hit rate 0.22% among 360,000 | activation, % at 10 µM | AID 624168;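 active means activation of at least 8% versus controls, or a plate z-score of at least 8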;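 further: Pro5 are CHO cells carrying HIG-tagged alpha-DG that lacks glycosylation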
ABCB6 inh 2: blocks the human ABCB6 transporter. K562-ABCB6 porphyrin accumulation, flow cytometry, 1 h; active compounds read low. AID 602162. Q9NP58. hit rate 0.19% among 360,000. fluorescence ratio to DMSO, % at 10 µM;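 active means fluorescence ratio to DMSO below 75%, the collection mean minus 3 SD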;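 further: signal is porphyrin accumulated inside mitochondria; 100% equals median channel fluorescence of DMSO control wells; lower ratio means ABCB6 inhibition with less porphyrin fluorescence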
Glyco luc inh: N-linked glycosylation inhibition; D54 ERlucT glycosylation luciferase reporter, 24 h; percent of 100 nM tunicamycin response; reporter increase, % at 12.5 µM; hit rate 0.23% among 360,000; AID 588692;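 active means mean luciferase reporter signal, scaled so untreated is 0 and the glycosylation-blocking control 100, at or above a set limit in every replicate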;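 further: luciferase carries N-glycosylation sites so blocking glycosylation raises the light; 0% = median of neutral control wells and 100% = median of 100 nM tunicamycin wells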
m5-HT2A agonist: activates the mouse 5-HT2A serotonin receptor. P35363. CHO-K1 mHTR2A beta-arrestin complementation, luminescence; percent of 30 µM serotonin response. activation, % at 7.6 µM. hit rate 0.66% among 360,000. AID 624169;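 active means activation above a run cutoff, the mean activation of all tested compounds plus 3 SD, cut at about 14% in these data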;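 further: 0% = plate median of compound wells and 100% = 30 µM serotonin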
* = called active by the depositor; x = no result given. No enrichment for hits; any-hit rate near 3.6%.

1) Cc1ccc(C(=O)CCC(=O)OCC(=O)N2CCN(S(=O)(=O)c3ccc(C)cc3C)CC2)cc1
2) Cc1c(C(=O)Nn2cnnc2)oc2ccccc12
3) Cc1cc(C)nc(SCC(=O)NNS(=O)(=O)c2ccc(C#N)cc2)n1
4) COCCNC(=O)CCc1c(C)nc2c(-c3ccc(F)cc3)c(C)nn2c1C
5) CCOC(=O)[C@]12CCCC=C1N(Cc1ccc(Cl)cc1Cl)C(=O)[C@H](CC(=O)NCc1cccc(C(F)(F)F)c1)C2
6) O=C(c1cc(C(=O)c2ccco2)cc(C(=O)c2ccco2)c1)c1ccco1
7) COCC(C)n1c(SCC(=O)N2CCc3ccccc3C2)nc2ccccc2c1=O (centres undefined)
8) CCOC(=O)C1=NN(C(=O)c2ccc(OC)cc2)C(O)(c2ccc(Cl)cc2)C1 (centres undefined)
assay / entry	1	2	3	4	5	6	7	8
PDI turbidity	-5	3	0	6	x	0	7	-10
MC4R barr agon	-0.3	-0.6	-2.4	-0.5	x	-1.0	-0.9	-5.3
H9c2 protect	-16	5	8	-36	x	10	-7	7
CaV13 ICDI inh	-6	-3	-6	-6	-6	-15	-3	-3
Vif imaging	6	-3	x	-8	x	1	2	3
MC4R antag cAMP	5	-1	6	5	x	20	3	-7
aDG glyco up	-0.1	0.1	0.1	-0.1	0.2	-0.5	0.3	0.5
ABCB6 inh 2	96	102	94	105	96	99	97	96
Glyco luc inh	1	1	3	0	x	-2	1	3
m5-HT2A agonist	7	1	2	-4	0	5	-1	2

An excerpt of these results, with bars between the fields:
# | SMILES | PDI turbidity | MC4R barr agon | H9c2 protect | CaV13 ICDI inh | Vif imaging | MC4R antag cAMP | aDG glyco up | ABCB6 inh 2 | Glyco luc inh | m5-HT2A agonist
7 | COCC(C)n1c(SCC(=O)N2CCc3ccccc3C2)nc2ccccc2c1=O (centres undefined) | 7 | -0.9 | -7 | -3 | 2 | 3 | 0.3 | 97 | 1 | -1
8 | CCOC(=O)C1=NN(C(=O)c2ccc(OC)cc2)C(O)(c2ccc(Cl)cc2)C1 (centres undefined) | -10 | -5.3 | 7 | -3 | 3 | -7 | 0.5 | 96 | 3 | 2

(cont.)
9) COc1ccc(S(=O)(=O)N(C)C)cc1NC(=O)CSc1nc(N)cc(N)n1
10) CCOC(=O)c1cc(=O)nc(N)s1
11) CCC(C)NC(=O)c1ccc(C(=O)c2ccccc2)cc1 (centres undefined)
12) O=C(NNc1ncnc2c1cnn2-c1cccc(Cl)c1)c1ccco1
13) O=C(c1ccco1)N1CCN(CCOc2ccccc2)CC1
14) O=C(COC(=O)c1ccco1)Nc1ccc2c(c1)OCCO2
15) CCCC(=O)c1c(NCCO)cc(C)oc1=O
16) COc1ccc(CCC(=O)N2CCN(c3ccc([N+](=O)[O-])cc3)CC2)cc1OC
assay / entry	9	10	11	12	13	14	15	16
PDI turbidity	4	-18	-2	-1	9	9	15	2
MC4R barr agon	-2.6	-2.5	-1.8	-3.1	1.4	2.9	0.3	-1.3
H9c2 protect	1	9	3	6	-9	-22	7	-4
CaV13 ICDI inh	-3	-9	6	-3	-5	x	-5	-18
Vif imaging	0	x	6	-1	3	-9	3	x
MC4R antag cAMP	-27	13	-1	7	-3	-3	-4	5
aDG glyco up	-0.1	0.4	-0.2	-0.2	0.0	0.0	0.9	0.1
ABCB6 inh 2	96	97	99	101	95	96	99	87
Glyco luc inh	2	3	-2	5	-2	4	2	0
m5-HT2A agonist	-1	13	0	1	16*	5	5	8

17) COc1ccc(C(=O)NCCS(=O)(=O)NC(C)c2ccccc2)cc1 (centres undefined)
18) COc1cc(NC(=O)C2CC2C)c(C(=O)O)cc1OC (centres undefined)
19) COc1cc(C2=NOC(C(=O)N3CCCc4ccccc43)C2)cc(OC)c1OC (centres undefined)
20) CCCCCc1c(-c2ccccc2)ncn1CCc1ccccc1OC
21) COc1ccc(C(=O)OCC(=O)NC(C)CCc2ccccc2)c(OC)c1 (centres undefined)
22) CC(=O)N1CCN(c2ccc(NC(=O)c3ccccc3Br)cc2Cl)CC1
23) O=C(C1CCN(S(=O)(=O)c2ccc(-n3cnnn3)cc2)CC1)N1CCCCC1
24) C=CCNc1nnnc2c1sc1nc(N3CCOCC3)c3c(c12)CCCC3
assay / entry	17	18	19	20	21	22	23	24
PDI turbidity	-1	-1	-12	x	3	1	-11	-13
MC4R barr agon	-0.3	-1.5	-0.3	x	-2.1	0.0	0.3	-2.2
H9c2 protect	7	3	5	x	-2	-7	-7	43
CaV13 ICDI inh	-6	x	-4	-9	-3	-1	-2	-5
Vif imaging	2	x	-10	x	2	5	1	7
MC4R antag cAMP	-1	0	3	x	2	-3	-1	10
aDG glyco up	0.3	-0.1	-0.2	0.6	0.2	0.2	0.4	-0.1
ABCB6 inh 2	97	103	64*	121	99	102	98	89
Glyco luc inh	1	0	2	x	0	-3	-1	3
m5-HT2A agonist	6	3	-1	-3	3	-2	2	-5

From entry 23 as far as 24, as listed above:
23) O=C(C1CCN(S(=O)(=O)c2ccc(-n3cnnn3)cc2)CC1)N1CCCCC1
24) C=CCNc1nnnc2c1sc1nc(N3CCOCC3)c3c(c12)CCCC3
assay / entry	23	24
PDI turbidity	-11	-13
MC4R barr agon	0.3	-2.2
H9c2 protect	-7	43
CaV13 ICDI inh	-2	-5
Vif imaging	1	7
MC4R antag cAMP	-1	10
aDG glyco up	0.4	-0.1
ABCB6 inh 2	98	89
Glyco luc inh	-1	3
m5-HT2A agonist	2	-5

Remaining list, next part
25) COc1ccc(Cn2nc(C(=O)O)c3ccccc3c2=O)cc1F
26) Cc1nc(C)c(C(=O)N/N=C/c2cc(Br)ccc2O)s1
27) COc1ccc(C(=O)O)cc1NC(=S)NC(=O)C(c1ccccc1)c1ccccc1
28) COc1ccc(CN2CCN(Cc3ccccc3F)CC2)cc1OC
29) COc1cccc(NC(=O)CSc2nnc(NC(=O)C3CCC3)s2)c1
30) CN1CCN(c2ccccc2NC(=O)c2ccc([N+](=O)[O-])o2)CC1
31) Cc1ccccc1/C=C/C1=NCCN1
32) CCn1c(SCC(=O)c2ccc3c(c2)OCCO3)nnc1C(C)C
assay / entry	25	26	27	28	29	30	31	32
PDI turbidity	11	-4	1	1	7	-6	-4	-1
MC4R barr agon	0.8	-0.1	3.0	-1.7	0.6	1.2	1.1	0.6
H9c2 protect	35	37	-2	-2	-8	-7	1	8
CaV13 ICDI inh	-7	-17	-2	-6	-5	x	-5	x
Vif imaging	13	-6	-22	-3	1	-1	-1	-4
MC4R antag cAMP	-3	-10	18	10	-1	-2	3	16
aDG glyco up	0.0	0.7	0.1	0.2	0.2	2.2	0.9	-0.1
ABCB6 inh 2	104	98	97	96	92	111	117	94
Glyco luc inh	1	-7	8	-2	-2	-11	6	0
m5-HT2A agonist	-4	1	3	-6	0	7	-3	0

33) CCOC(=O)c1nc(N)sc1C(=O)OCC
34) Cc1nn(C(=O)c2ccccc2)c2c1C(=O)CC(C)(C)C2
35) COc1cccc(OCC(O)CN2CC(C)CC(C)C2)c1 (centres undefined)
36) CC1(Oc2cccc(C#N)c2)CCN(Cc2ccc(-c3ccccn3)cc2)C1 (centres undefined)
37) CC(NC(=O)COc1ccc(N(C)S(=O)(=O)c2ccccc2)cc1)c1ccccc1 (centres undefined)
38) Cc1ccc(N(C(=O)c2ccco2)C(C(=O)NC2CCCC2)c2cccnc2)cc1C (centres undefined)
39) O=C(Nc1nnc(SCC(=O)N2CCOCC2)s1)c1ccccc1
40) N=C1C(c2nc(-c3ccc(F)cc3)cs2)=C(O)CN1Cc1ccc(Cl)cc1
assay / entry	33	34	35	36	37	38	39	40
PDI turbidity	1	-7	9	-42	0	-10	-7	-3
MC4R barr agon	-0.7	-0.5	-1.4	1.0	-2.4	-0.3	1.1	14*
H9c2 protect	3	12	-5	2	0	4	-14	-8
CaV13 ICDI inh	-3	x	x	-5	-9	-3	-3	-9
Vif imaging	30	-4	9	3	2	9	-2	5
MC4R antag cAMP	6	2	4	1	-2	2	24	11
aDG glyco up	0.9	-0.1	-0.3	-0.2	-0.5	-0.1	-0.2	-0.5
ABCB6 inh 2	92	103	88	93	94	94	98	104
Glyco luc inh	1	5	2	2	3	1	-2	3
m5-HT2A agonist	3	2	-2	-1	-5	0	-2	7

41) CCCCNC(=O)C1(C)CCN1C(=O)c1cc(-c2ccccc2)cs1 (centres undefined)
42) CCOc1cc(C2C(C#N)=C(N)Oc3n[nH]c(C)c32)ccc1OCCN1CCOCC1 (centres undefined)
43) Cc1cccc(N(C(=O)Cc2cccs2)C(C(=O)NCc2ccco2)c2ccncc2)c1 (centres undefined)
44) O=C(CCc1ccccc1)NNC(=O)c1ccccn1
45) COc1nccc(C(F)(F)F)c1C(=O)NC(=O)Nc1c(C)cccc1C
46) O=C(Nc1ccc(Nc2ccccc2)cc1)c1ccc(Br)cc1
47) Cc1cc(=O)oc2c(CN3CCCCC3)c(O)ccc12
48) COc1ccc(CNC(=O)OC23CN(C(=O)OC(C)C)N(C(=O)OC(C)C)CC2(O)CN(S(=O)(=O)c2ccc(C)cc2)C3)cc1OC (centres undefined)
49) Cn1nc(-c2ccccc2F)c2cc(C(=O)N3CCN(C(=O)c4ccco4)CC3)sc21
assay / entry	41	42	43	44	45	46	47	48	49
PDI turbidity	-2	-4	-7	-21	11	-11	3	10	-14
MC4R barr agon	-1.9	-1.9	0.2	-1.9	-1.1	4.4	-1.4	2.6	-1.9
H9c2 protect	-4	19	1	30	3	-6	8	39	4
CaV13 ICDI inh	-12	-5	-4	-6	-5	-21	-5	-3	-5
Vif imaging	-9	-1	-6	x	10	1	7	6	3
MC4R antag cAMP	8	9	11	2	8	10	4	25	9
aDG glyco up	-0.2	0.1	0.0	1.5	-0.1	-0.1	0.0	0.2	0.3
ABCB6 inh 2	89	111	101	96	103	100	97	99	94
Glyco luc inh	-1	-3	0	-3	0	2	0	-1	0
m5-HT2A agonist	-8	1	3	-2	2	1	-2	0	4

Screening results from PubChem.
